LDHA inh: blocks human lactate dehydrogenase A | P00338 | purified LDHA, NADH/diaphorase-resazurin fluorescence; active compounds read low | activity change, % (values are at about 110 or 230 µM) | 480,000 tested, 0.15% active | AID 1347041; in the data active = activity change below about -30%; inconclusive = mostly about -25% to -30%;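 also: plate controls were DMSO wells for no effect and wells without enzyme for full effect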
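Remaining NADH was detected by diaphorase (0.133 mg/mL) converting 37 µM resazurin to fluorescent resorufin, read at 0 and 20 minutes. The preceding 5-minute room-temperature reaction used 2 nM LDHA, 0.2 mM sodium pyruvate and 0.06 mM NADH at pH 7.4.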
Starred values were filed as active, the others as inactive; ? = inconclusive. An excerpt; the hit share may differ from the screen's.

Start of the data: the first 24 records (preview)
SMILES	LDHA inh
Cc1ccc2[nH]cc(C(C(=O)O)N3CCCN(c4ccc(C(F)(F)F)cn4)CC3)c2c1 (centres undefined)	-3
O=c1c2ccccc2c(-c2ccc(Cl)cc2)nn1-c1cc(N2CCNCC2)ccc1[N+](=O)[O-]	2
O=C(c1cnc2c(cnn2Cc2ccccc2)c1)N1CCCc2ccccc21	-15
N#Cc1cccc(NC(=O)Cn2c(=O)c3c(ncn3C3CCCC3)n(Cc3ccccc3)c2=O)c1	-13
Nc1ccc(C(=O)N/N=C/c2cccs2)cc1	8
COc1cc(OC)c(/C=C(\C#N)C(=O)O)cc1Br	-1
CC1CCCN(Cc2nc3c(Br)cc(Br)cc3c(=O)[nH]2)C1 (centres undefined)	-1
Cc1ccccc1NC1(c2nnnn2-c2ccccc2C)CCCCC1	-5
CC(N(C)CC(=O)NC(C)(C#N)C(C)C)C(C)(C)C (centres undefined)	-2
O=S(=O)(NCc1nc2ccccc2s1)c1cccs1	3
Nc1nc(N2CCN(Cc3ccc(Cl)cc3)CC2)c2[nH]cnc2n1	1
CCCc1cc(=O)oc2cc(OC(C)C(=O)Nc3cc(C)on3)ccc12 (centres undefined)	-1
Cc1cc2c(s1)c1cnn(Cc3cc(F)c(F)cc3F)c(=O)c1n2C	-4
CC(c1nc(-c2cccs2)no1)N(C)Cc1cccc(Cl)c1 (centres undefined)	15
COC(=O)c1ccccc1OC(=O)COc1c(C)cc(Br)cc1C	5
Cc1ccc(C)c(C(=O)COC(=O)c2cc(C)nc3ccccc23)c1	11
N#Cc1ccc(/C=C/C(=O)c2ccc3c(c2)CCC3)cc1	?
CC(C)C(=O)NC(NC(=S)Nc1ccccc1)C(Cl)(Cl)Cl (centres undefined)	7
CCCn1nc(C(=O)NC2CCN(C(C)C)CC2)c2ccccc2c1=O	7
O=C(Cc1c[nH]c2ccccc12)Nc1cc(F)cc(F)c1	1
CCc1ccc(C(=O)Nc2ccc(Cl)cc2)cc1S(=O)(=O)N1CCOCC1	15
COCCCNC(=O)c1cc(=O)[nH]c2ccccc12	-6
CCOc1ccc2nc(SCc3nc(-c4ccc(Cl)cc4)no3)[nH]c2c1	2
Cc1nc(C)c(CC(=O)Nc2nnc(C(C)C)s2)c(=O)[nH]1	6

Results, repeating the preview:
SMILES	LDHA inh
Cc1ccc2[nH]cc(C(C(=O)O)N3CCCN(c4ccc(C(F)(F)F)cn4)CC3)c2c1 (centres undefined)	-3
O=c1c2ccccc2c(-c2ccc(Cl)cc2)nn1-c1cc(N2CCNCC2)ccc1[N+](=O)[O-]	2
O=C(c1cnc2c(cnn2Cc2ccccc2)c1)N1CCCc2ccccc21	-15
N#Cc1cccc(NC(=O)Cn2c(=O)c3c(ncn3C3CCCC3)n(Cc3ccccc3)c2=O)c1	-13
Nc1ccc(C(=O)N/N=C/c2cccs2)cc1	8
COc1cc(OC)c(/C=C(\C#N)C(=O)O)cc1Br	-1
CC1CCCN(Cc2nc3c(Br)cc(Br)cc3c(=O)[nH]2)C1 (centres undefined)	-1
Cc1ccccc1NC1(c2nnnn2-c2ccccc2C)CCCCC1	-5
CC(N(C)CC(=O)NC(C)(C#N)C(C)C)C(C)(C)C (centres undefined)	-2
O=S(=O)(NCc1nc2ccccc2s1)c1cccs1	3
Nc1nc(N2CCN(Cc3ccc(Cl)cc3)CC2)c2[nH]cnc2n1	1
CCCc1cc(=O)oc2cc(OC(C)C(=O)Nc3cc(C)on3)ccc12 (centres undefined)	-1
Cc1cc2c(s1)c1cnn(Cc3cc(F)c(F)cc3F)c(=O)c1n2C	-4
CC(c1nc(-c2cccs2)no1)N(C)Cc1cccc(Cl)c1 (centres undefined)	15
COC(=O)c1ccccc1OC(=O)COc1c(C)cc(Br)cc1C	5
Cc1ccc(C)c(C(=O)COC(=O)c2cc(C)nc3ccccc23)c1	11
N#Cc1ccc(/C=C/C(=O)c2ccc3c(c2)CCC3)cc1	?
CC(C)C(=O)NC(NC(=S)Nc1ccccc1)C(Cl)(Cl)Cl (centres undefined)	7
CCCn1nc(C(=O)NC2CCN(C(C)C)CC2)c2ccccc2c1=O	7
O=C(Cc1c[nH]c2ccccc12)Nc1cc(F)cc(F)c1	1
CCc1ccc(C(=O)Nc2ccc(Cl)cc2)cc1S(=O)(=O)N1CCOCC1	15
COCCCNC(=O)c1cc(=O)[nH]c2ccccc12	-6
CCOc1ccc2nc(SCc3nc(-c4ccc(Cl)cc4)no3)[nH]c2c1	2
Cc1nc(C)c(CC(=O)Nc2nnc(C(C)C)s2)c(=O)[nH]1	6
COC(=O)c1ccc2nc(-c3ccc(F)cc3)c(Cc3cccc(F)c3)n2c1	5
SMILES	LDHA inh
CC(C)CC(NC(=O)CSc1ccccc1)C(=O)N(C)C (centres undefined)	-4
CC(C)(C)c1nc2c3cnn(-c4ccc(Cl)cc4)c3ncn2n1	0
CC(Sc1nnc(CCC(N)=O)n1C1CC1)C(=O)c1c[nH]c2ccccc12 (centres undefined)	0
CCC(=O)Nc1ccc(-c2nc3ccc(C)cc3o2)cc1	-5
O=C(C1CCN(S(=O)(=O)c2ccc(Cl)cc2)CC1)N1CCCC1c1ccccc1 (centres undefined)	-8
CCOC(=O)c1nc2ccccc2nc1N1CCN(c2ccc(Cl)cc2)CC1	0
c1ccc(-c2ccc(CNC3CCCC3)o2)cc1	-17
CC(=O)Nc1ccc(S(=O)(=O)NC2=NCN(Cc3cccnc3)CN2)cc1	4
CC(C)CC(=O)Nc1nn2c(CC(C)C)nnc2s1	-13
CC(=O)Nc1ccc(C(=O)COC(=O)c2ccccc2OCc2ccc(F)cc2)cc1	0
COc1ccc(N(Cc2cccs2)C(=O)Cn2nnc(-c3ccc(F)cc3)n2)cc1	-4
COCCCNC(=O)CCc1ncc(-c2ccccc2F)o1	11
Cn1ccc2cc(S(=O)(=O)N3CCC(C(=O)NCCN4CCCC4)CC3)ccc21	5
COc1ccc(-c2coc3cc(OC(=O)C(C)C)ccc3c2=O)cc1	12
COC(=O)c1ccc(CNC(=O)C(C)Cl)cc1 (centres undefined)	3
CN(C)C(=O)Cc1cccc(F)c1	4
Cn1nc(CC(=O)Nc2ccc(S(=O)(=O)N3CCCCCC3)cc2)c2ccccc2c1=O	-4
C=CCOc1cccc(NC(=O)C(C)Oc2ccccc2)c1 (centres undefined)	1
Cc1ccc(NS(=O)(=O)c2ccc(C(=O)N(C)Cc3ccccc3)cc2)cc1C	10
COc1cc(-c2noc(-c3ccc(S(=O)(=O)NC4CC4)o3)n2)ccc1OC(C)C	0
O=C1CCCC2=C1C(c1cc(Cl)c(O)c(Cl)c1)C1=C(CCCC1=O)O2	0
Cc1ccc(NC(=O)C2CCN(C(=O)C(C)(C)C)CC2)cc1S(=O)(=O)N1CCCCC1	-2
Cc1cccc(CC(=O)NC(Cc2ccccc2)C(=O)NCc2cc(=O)n(C)c(=O)n2C)c1 (centres undefined)	3
COc1ccc(-c2nn(Cc3nc(-c4ccccc4Br)no3)c(=O)c3ccccc23)cc1	-4
Cc1ccc2nc(C)c(C(=O)N3CCN(c4ccccc4F)CC3)cc2c1	9
SMILES	LDHA inh
COc1ccc(NC(=O)CCc2nc(-c3ccc(C)n(C(C)C)c3=O)no2)c(OC)c1	5
COC(=O)C(CC(C)C)NC(=O)C(Cc1ccccc1)NC(=O)OC(C)(C)C (centres undefined)	5
O=c1c2cc(Cl)cc(Cl)c2ncn1Cc1ccc(F)cc1Cl	-1
C/C(=N\NC(=O)c1ccc(C)s1)c1ccncc1	-2
Cn1c(SCc2cccc(Cl)c2)nc(=O)c2c1NC(=O)CC2c1ccc(OCC(N)=O)cc1 (centres undefined)	-1
O=C(Nc1cccc2c1CCCC2)c1cc(Cl)nc(Cl)c1	6
Cc1ccc(Cl)cc1NC(=O)CSc1ncc(-c2ccc(F)cc2)o1	6
C=CCC(NC(C)=O)C(=O)O (centres undefined)	-4
O=C(c1ccccc1COc1ccccc1)N1CCN(C2CCS(=O)(=O)C2)CC1 (centres undefined)	4
S=C(NCCSc1ccc(Cl)cc1)NC1CC1	11
Cc1cccc(C(C)C)c1NC(=O)C1CCCC1	-9
COc1ccc(OC)c(NC(=O)c2nc3ccccc3nc2N2CCCC2)c1	-1
O=C(Nc1ccc(O)cc1)c1csc(NC2CC2)n1	-1
Cc1ccnc(NC(=O)COc2ccc3c(=O)c(Oc4ccccc4)c(C)oc3c2)c1	-6
COc1ccc(C(=O)c2sc(Nc3cccc(C)c3)nc2N)cc1	-3
COc1ccc(CN2CCN(C(=O)c3cc4c(s3)CCC4)CC2)cc1	-2
COc1ccccc1C(NC(=O)c1nc(-c2ccco2)sc1C)c1nccn1C (centres undefined)	5
CCNc1c(NC(=O)Nc2cccc(Cl)c2C)c(=O)oc2ccccc12	5
O=C(Oc1ccc2cc(-c3ccccc3)c(=O)oc2c1)N1CCOCC1	-6
Cc1cccc(-c2n[nH]c(-c3cccc(C)c3)c2C)c1	0
Cc1ccc(C(=O)NC2CCC(C)CC2)cc1C (centres undefined)	-2
COc1ccc2nc(COc3ccccc3OC)[nH]c2c1	-17
Nc1nc(COC(=O)c2ccc(CO)cc2)nc2ccccc12	10
O=C(CCc1cccs1)NC1CCCC1	-11
Cc1cc(=O)oc2cc(OCC(=O)Nc3ccc(CCO)cc3)ccc12	4
SMILES	LDHA inh
O=C(CCc1c[nH]c2ccccc12)Nc1ccc(F)c(F)c1F	-10
Cc1cccc(-c2nc(Nc3ccc(C(=O)O)cc3)c3ccccc3n2)c1	-39*
COc1ccccc1CNS(=O)(=O)c1ccc(N2C(=O)C(C)CS2(=O)=O)cc1 (centres undefined)	-6
Cc1ccc(NC(=O)C(C#N)=C2CCCCCC2)c(C)c1	1
CCOC(=O)CCNC(=O)c1ccccc1Cl	-9
O=C1c2ccccc2C(=Cc2cccs2)c2ccccc21	4
CCOc1ccccc1N(CC(=O)NC(C)CC)S(C)(=O)=O (centres undefined)	-9
Cc1cc(O)c2c(C)c(CC(=O)NCCN3CCOCC3)c(=O)oc2c1	1
O=CC1=C(c2ccccc2)SC(c2ccccc2)C(Cc2ccccc2)=C1 (centres undefined)	1
C/C(=N/Nc1ccc(S(N)(=O)=O)cc1[N+](=O)[O-])c1ccc(C)o1	10
N#CC(Cc1cccnc1)C(=O)Nc1cccc(Cl)c1 (centres undefined)	11
COCCNc1oc(-c2cccs2)nc1S(=O)(=O)c1ccc(Cl)cc1	1
O=C(O)CCc1ncc(-c2c(F)cccc2F)o1	1
CC(C)c1noc(-c2ccccc2OCC(=O)NCc2ccc(Cl)cc2)n1	-7
CC(C)CCOc1ccc(/C=C(/C#N)c2nc3ccccc3[nH]2)cc1	5
Cc1ccccc1NC(=O)c1nc(-c2ccccc2)oc1C	1
COc1ccc(CCNC(=O)CN(c2ccc(Cl)c(C(F)(F)F)c2)S(C)(=O)=O)cc1OC	3
CCc1nnsc1C(=O)N(C)CCOc1ccccc1C	-6
Cc1ccc2cc(C(=O)NCC3CCS(=O)(=O)C3)[nH]c2c1 (centres undefined)	-3
CCN1CCN(CCNC(=O)COCc2cc(-c3cccs3)on2)CC1	10
O=C(NCCN1CCC(n2c(=O)[nH]c3ccccc32)CC1)c1ccc(F)c(F)c1	-2
COc1ccc(CN(C(=O)c2ccc(S(=O)(=O)N(C)C)cc2)C(C)Cc2cccs2)cc1 (centres undefined)	2
CCCNC(=O)c1cc(-c2ccc(OC)cc2OC)nc2ccccc12	3
COc1ccc(S(=O)(=O)N2CCN(c3ccccc3)CC2)cc1-c1noc(C2CCCCC2)n1	1
Cc1ccc(NC(=O)c2ccc(Cl)cc2N2CCCC2=O)cc1	4
SMILES	LDHA inh
Cc1nc2nc(-c3ccccc3Cl)nn2c(C)c1CC(=O)N1CCCC1	0
COc1ccccc1N1C(=O)CN(S(=O)(=O)c2ccccc2)CC1(C)C(=O)NCCC(C)C (centres undefined)	1
O=C1CCc2cc(S(=O)(=O)Nc3ccc(F)c(Cl)c3)ccc2N1	0
Cc1cc(C(=O)COC(=O)c2cccs2)c(C)n1Cc1ccco1	-33*
O=C(CCC1CCCC1)OCC(=O)c1ccc2c(c1)OCO2	6
CC(C)CSc1nc2c(c(=O)n(C)c(=O)n2C)n1CCCc1ccccc1	-3
CCc1cccc(C)c1NC(=O)c1cc(=O)c2cc(C)ccc2o1	10
COC(=O)C1C(=O)CC(C)(O)C(C(=O)OC)C1c1ccc(C)cc1 (centres undefined)	5
O=C(Nc1ccc(Cl)cc1)C1Sc2nnc(-c3ccccc3)n2NC12CCCCC2 (centres undefined)	9
O=C1/C(=C/c2ccc(-c3ccc(F)cc3)o2)Cc2ccccc21	0
CCCC(C)NC(=O)CN1CCN(c2oc(-c3ccco3)nc2C#N)CC1 (centres undefined)	-13
O=[N+]([O-])c1cccc(C2C3CCC/C(=C\c4ccco4)C3=NN2c2ccccc2)c1 (centres undefined)	7
COc1ccc2c(C)c(CC(=O)Nc3ccccc3F)c(=O)oc2c1C	-7
CC(C)(C)c1ccc(C(=O)NCCc2ccccn2)cc1	-3
CC(=O)Nc1cccc(NC(=O)COC(=O)c2cc3ccccc3[nH]2)c1	-13
CN(C)C(=O)CSc1nc(-c2ccco2)nc2ccccc12	9
COc1cccc(C(=O)Nc2cc(C(C)(C)C)no2)c1	8
Cn1c(SCC(=O)Nc2ccc(Br)cc2F)nc2c(=O)[nH]cnc21	-7
COc1ccc(C(C)=O)c(OS(=O)(=O)c2ccc3c(c2)CCC3)c1	-2
Cc1nc(-c2ccc(C)c(S(=O)(=O)N3CCCCC3)c2)cs1	-8
c1ccc(C(CNCc2ccsc2)N2CCCC2)cc1 (centres undefined)	-1
CC(C)=NNC(=O)COc1ccc(OCc2ccccc2)cc1	-2
O=C(NCC(c1cccs1)c1c[nH]c2ccccc12)c1cccs1 (centres undefined)	9
COc1cc(C2c3c(-c4ccccc4O)n[nH]c3C(=O)N2CCO)cc(OC)c1OC (centres undefined)	5
CC1CCCCN1CCNC(=O)c1nn(C)c2c1COc1ccccc1-2 (centres undefined)	-1
CNC(=O)C1CCN(C(=O)c2ccc(C)cc2)CC1	-2
CN1C(C(=O)NC2CCCCC2)=CC(c2cccs2)=NS1(=O)=O	-6
CCc1ccc(-c2nc(COC(=O)c3c(C)nsc3N)cs2)cc1	10
O=C(Nc1ccc2oc(-c3cccc(Br)c3)nc2c1)c1ccc2c(c1)OCCO2	-8
